High-throughput results (PubChem)
Shn3 3UTR inh – inhibitors of Schnurri-3 3'UTR reporter in osteoblasts; Clone20 osteoblast Shn3 3'UTR firefly luciferase, 24 h; inhibition, % at 12.5 µM; 360,000 compounds, 0.52% hits; AID 588674;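 active means mean inhibition of at least 75% with every replicate also reaching 75%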;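 further: 0% = median of neutral control wells and 100% = pilot-screen positive control compound; some compounds past the cut are filed as inactive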
NR2F2 inh – blocks human COUP-TFII nuclear receptor; P24468; HEK293T NGFI-A luciferase reporter, luminescence; inhibition, % at 8.6 µM; 370,000 compounds, 0.7% hits;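 active means inhibition above a per-plate cutoff, mean inhibition of test wells between control levels plus 3 SD, cut at about 38% in these data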;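 further: cells cotransfected with COUP-TFII expression vector driving the NGFI-A reporter; 0% = median of COUP-TF2 test wells and 100% = reporter-only cells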
Target sequence (P24468 whole entry, looked up): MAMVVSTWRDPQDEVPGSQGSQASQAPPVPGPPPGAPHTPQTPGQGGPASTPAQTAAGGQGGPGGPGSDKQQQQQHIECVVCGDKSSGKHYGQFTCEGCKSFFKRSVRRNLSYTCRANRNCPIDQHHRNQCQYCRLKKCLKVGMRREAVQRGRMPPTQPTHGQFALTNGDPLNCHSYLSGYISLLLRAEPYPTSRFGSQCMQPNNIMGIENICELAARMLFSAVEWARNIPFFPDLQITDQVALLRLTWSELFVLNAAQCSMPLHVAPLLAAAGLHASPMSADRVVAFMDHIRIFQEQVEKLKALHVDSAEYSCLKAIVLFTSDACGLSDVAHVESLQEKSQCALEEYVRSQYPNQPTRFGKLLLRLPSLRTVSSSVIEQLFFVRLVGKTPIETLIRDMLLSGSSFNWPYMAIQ
TWEAK Fn14 block – TWEAK-Fn14 signaling inhibition; TWEAK-stimulated Fn14 reporter cells, luciferase luminescence, 8 h; inhibition, % at 10 µM; AID 1159606; 360,000 compounds, 2% hits; in the data active means inhibition above about 50%
LRH-1 inv ag – NR5A2 inverse agonism in reporter assay. O00482. inhibition, % at 3.6 µM. 360,000 compounds, 0.13% hits. HEK293T StAR-luciferase reporter, LRH-1 transfected, 24 h;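 active means inhibition above the mean inhibition of all tested compounds plus 3 SD, cut at about 73% in these data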;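 further: 0% = DMSO wells and 100% = reporter-only cells lacking LRH-1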
Target sequence (O00482 whole entry, looked up): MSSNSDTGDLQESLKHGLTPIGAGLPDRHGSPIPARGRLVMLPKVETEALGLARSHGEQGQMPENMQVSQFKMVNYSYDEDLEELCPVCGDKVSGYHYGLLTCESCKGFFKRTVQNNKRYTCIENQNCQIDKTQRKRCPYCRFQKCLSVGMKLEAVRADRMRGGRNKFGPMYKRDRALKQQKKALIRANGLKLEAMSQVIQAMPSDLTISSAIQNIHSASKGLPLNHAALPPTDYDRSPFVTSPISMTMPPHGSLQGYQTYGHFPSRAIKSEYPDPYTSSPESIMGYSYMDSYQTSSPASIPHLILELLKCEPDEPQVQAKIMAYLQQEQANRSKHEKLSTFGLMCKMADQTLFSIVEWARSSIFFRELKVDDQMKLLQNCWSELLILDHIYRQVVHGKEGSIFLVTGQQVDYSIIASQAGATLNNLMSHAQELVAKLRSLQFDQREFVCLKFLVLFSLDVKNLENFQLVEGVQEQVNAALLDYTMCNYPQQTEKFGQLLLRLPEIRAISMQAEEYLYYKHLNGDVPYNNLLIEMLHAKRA
KKLEB cytotox – CF airway cell cytotoxicity counter-screen | KKLEB CF airway cells viability, ATPlite luminescence, overnight; hits give low values; cells stimulated with P. aeruginosa culture filtrate | activity change (cytotoxicity), % at 5 µM | 360,000 compounds, 0.36% hits | AID 602141;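 active means corrected activity change at or below -50% at 5 µM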
TROY NFkB inh – inhibitors of TROY-dependent NF-kB signaling. Q293 LMP1-TROYcd NF-kB luciferase reporter, 4 h. inhibition, % at 10 µM. 360,000 compounds, 0.98% hits. AID 1347056;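 active means compounds whose plate-normalised and pattern-corrected inhibition of the luciferase reporter signal at the single screening dose is 50% or more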
LMP1 NFkB inh – inhibitors of Epstein-Barr LMP1-induced NF-kappaB reporter. LMP1-induced NF-kappaB luciferase reporter cells, luminescence. inhibition, % at 12.5 µM. 350,000 compounds, 0.69% hits. AID 504558; in the data active means inhibition above about 41%;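 further: 0% = neutral control wells and 100% = reference inhibitor control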
NCOA1 inh – inhibits human SRC1 coactivator; Q15788; HEK293 GAL4-SRC1 luciferase reporter, luminescence; inhibition, % at 3.6 µM; 360,000 compounds, 0.12% hits; AID 588354;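 active means inhibition above the campaign mean plus 3 SD, with each screening campaign given its own cutoff, cut at about 60% in these data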;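 further: 0% = DMSO treated cells and 100% = gossypol at 36 µM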
CF NFkB block – blocks PAF-induced NF-kB reporter in cystic fibrosis cells; KKLEB NF-kB-GFP reporter, GFP fluorescence overnight; inhibition, % at 5 µM; 360,000 compounds, 0.86% hits; AID 588850;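 active means at least 50% inhibition at 5 µM, scaled per plate between neutral and stimulator controls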;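 further: PAF is a Pseudomonas aeruginosa culture filtrate used as stimulus; plate controls were PAF-stimulated DMSO wells for no effect and unstimulated DMSO wells for full effect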
TRAIL sens C8 – caspase-8 TRAIL sensitization. NB7+C8 cells + TRAIL, ATPlite viability luminescence. inhibition (viability loss, TRAIL sensitization), % at 10 µM. 360,000 compounds, 1% hits;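 active means compounds causing at least 50% loss of cell viability in the single-dose screen, relative to plate controls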
SRC3 inh – human NCOA3 inhibition; inhibition, % at 3.6 µM; Q9Y6Q9; HEK293 GAL4-SRC3 luciferase reporter, luminescence; 360,000 compounds, 0.17% hits;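 active means inhibition above a per-campaign cutoff, the mean of all compounds plus 3 SD, cut at about 60% in these data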;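 further: 0% = DMSO-treated cells and 100% = gossypol-treated cells at 36 µM; higher means less SRC3-driven luciferase light from the GAL4 reporter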
* hit, by the source's call; / = no result given.

molecule	CF NFkB block	KKLEB cytotox	Shn3 3UTR inh	LRH-1 inv ag	NR2F2 inh	TROY NFkB inh	SRC3 inh	LMP1 NFkB inh	TWEAK Fn14 block	TRAIL sens C8	NCOA1 inh
Cc1ccc(C)c(N2CCN(C(=O)CCc3nc(-c4ccc(Cl)cc4)no3)CC2)c1	14	-1	-10	-18	8	25	-7	-6	4	-2	-2
CCc1c(C)nc(SCc2ccccn2)[nH]c1=O	-12	-2	-1	3	-9	-42	0	-1	7	-2	-25
CCCNC(=O)c1nnsc1S(=O)c1ccc(Cl)cc1 (stereo unspecified)	84*	-5	96*	-38	-7	59*	31	2	72*	1	19
CC1(C(=O)NCC2CC2)Cc2c(-c3ccc4c(c3)OCO4)ccnc2O1 (stereo unspecified)	6	9	7	20	19	13	7	/	12	12	21
Cc1ccc2cc(CN(Cc3ccco3)C(=S)NCC3CCCO3)c(=O)[nH]c2c1 (stereo unspecified)	12	14	31	7	/	-22	14	9	-17	-5	9
N#C/C(=N\O)c1nc2ccccc2s1	2	9	1	1	-4	-3	1	-7	5	-15	7
O=C(NCc1cc(Cl)cc(Cl)c1)c1ccc2sc([C@H]3C[C@H](O)[C@@H](CO)O3)nc2c1	-13	5	14	11	-3	17	-12	/	-8	4	-10
Cn1cc([N+](=O)[O-])c(C(=O)Nc2cnn(Cc3ccc(F)cc3)c2)n1	0	7	3	0	6	2	-1	9	7	-2	10
Cc1cc(=O)oc2cc(OCC(=O)c3ccc4c(c3)NC(=O)CO4)ccc12	0	-4	-7	1	10	12	19	0	-4	-51	-13
COc1cc(Cl)cc(NC(=O)CCN2CCN(C)CC2)c1	-8	7	12	-5	-8	-13	1	-5	-2	-9	-6
COC(=O)c1ccc(/C=N/n2cnnc2)cc1	-12	-6	4	-12	10	4	2	4	1	-5	-1
CC(C(=O)c1ccc(-c2ccccc2)cc1)[n+]1ccccc1 (stereo unspecified)	-8	3	18	18	16	13	45	13	20	-4	17

Continuation:
molecule	CF NFkB block	KKLEB cytotox	Shn3 3UTR inh	LRH-1 inv ag	NR2F2 inh	TROY NFkB inh	SRC3 inh	LMP1 NFkB inh	TWEAK Fn14 block	TRAIL sens C8	NCOA1 inh
COc1ccccc1CN1CC(C(=O)N(C)CCCn2nc(C)cc2C)CCC1=O (stereo unspecified)	-45	23	-7	-33	4	-7	-13	0	0	10	15
COc1ccc(OCc2cc(C(=O)N3C[C@H]4CC[C@H]3C4)no2)c(Cl)c1	-14	9	-60	-39	-22	-62	-17	-21	-27	-44	-51
COc1ccc(NC(=O)c2cn(CCC#N)nc2-c2cc3ccccc3o2)cc1	-18	2	4	13	14	-8	20	8	-19	3	18
Cc1ccc(CNC(=O)C(=O)NCC2CCCO2)cc1 (stereo unspecified)	-5	6	6	-2	-8	-8	6	-19	-4	-17	3
CSc1ccc(Cl)c(C(=O)NCc2ccco2)c1	6	6	0	7	8	-23	9	0	3	-2	-10
O=C(COC(=O)/C=C/c1cccc(Cl)c1)NC1CC1	-12	-3	-8	5	-5	4	-14	3	16	-11	-8
CC(C)CN1C(=S)SC(C)(C)C1n1oc(=O)n(-c2ccccc2)c1=O (stereo unspecified)	8	-13	16	-6	9	5	-2	0	-10	-2	-15
N#Cc1c(Cl)nc2c(c1C#N)CCCC2	-7	10	-4	6	7	-7	2	-1	-3	-21	16
COc1ccc(C(=O)c2coc3ccc(O)c(CN(C)C)c23)cc1	-11	4	18	0	15	17	-3	-1	-9	-3	-9
O=C(Nc1ccc(Br)cc1)N1CCCCCC1	-9	18	-58	-72	-53	-41	-55	-17	-35	13	-68
COc1ccc(-n2c(NC(=O)c3ccco3)c(C#N)c3nc4ccccc4nc32)cc1	-19	11	8	12	-7	-23	-4	0	6	-16	-16
Cc1coc2cc3oc(=O)c(CCC(=O)NC4CC4)c(C)c3cc12	5	-2	63	-30	6	-39	-3	-3	-4	5	-61

Next structures.
molecule	CF NFkB block	KKLEB cytotox	Shn3 3UTR inh	LRH-1 inv ag	NR2F2 inh	TROY NFkB inh	SRC3 inh	LMP1 NFkB inh	TWEAK Fn14 block	TRAIL sens C8	NCOA1 inh
COc1ccccc1N(CC(=O)Nc1ccccc1C)S(C)(=O)=O	-14	2	1	-10	8	-3	-4	3	-10	6	2
O=C1c2ccccc2-c2cccnc21	3	1	4	11	-23	-3	-12	-8	37	-1	-7
COc1ccc(C)cc1NC(=O)NC1CCN(Cc2ccccc2)CC1	2	0	15	-21	2	-12	13	-7	-5	-5	-11
CCSc1n[nH]c2nc3c(c(=O)n12)C1(CCCC1)Cc1ccccc1-3	-3	1	-6	7	-13	4	16	-1	-2	2	-13
CC(C)OCP(=O)(c1ccccc1)c1ccccc1	-15	-12	0	9	-4	1	-11	9	-15	9	5
O=C(CC1NCCc2ccccc21)Nc1ccccc1Cl (stereo unspecified)	1	18	-20	-13	16	-100	-8	-13	-43	-8	-27
COC(=O)c1cc(NC2c3ccccc3C(=O)N2Cc2ccco2)cc(C(=O)OC)c1 (stereo unspecified)	14	-15	2	11	8	1	10	-10	-12	0	10
COc1ccc(/C=C/C(=O)c2ccc3c(c2)OCCO3)cc1[N+](=O)[O-]	0	-5	-4	19	0	-34	6	19	37	4	-26
CCOC(=O)C1CCN(C(=O)CC2(CC(=O)O)CCCC2)CC1	0	2	-17	10	17	-25	6	-11	19	2	-11
Nc1cc(C(=O)N2CCN(c3ccc([N+](=O)[O-])cc3)CC2)ccc1N1CC2CC(C1)c1cccc(=O)n1C2 (stereo unspecified)	-4	5	-2	-5	-5	-20	-28	1	-18	5	3
COc1ccc(-c2csc(C(O)c3cccc(OC)c3)n2)cc1 (stereo unspecified)	-27	17	16	-8	-1	13	-21	/	4	-6	4
COc1ccc(Br)cc1CNCCSc1nnnn1C	1	7	-1	-2	1	-3	4	6	13	-10	2

More results follow:
molecule	CF NFkB block	KKLEB cytotox	Shn3 3UTR inh	LRH-1 inv ag	NR2F2 inh	TROY NFkB inh	SRC3 inh	LMP1 NFkB inh	TWEAK Fn14 block	TRAIL sens C8	NCOA1 inh
O=C(Nc1ccc(N2CCOCC2)cc1)C1CCCN(S(=O)(=O)c2cccc(C(F)(F)F)c2)C1 (stereo unspecified)	8	-5	13	1	-10	8	2	-14	1	-12	5
COc1cccc(CNC(=O)C2CCCN(c3cnccn3)C2)c1 (stereo unspecified)	-9	3	11	-6	2	-6	14	5	-3	-18	13
Oc1ccc(Cl)cc1C1=NCCNC(C(F)(F)C(F)F)=C1	27	0	-1	-1	13	24	28	-1	6	-6	23
CN1CCN(c2nc3c(c(=O)n(C)c(=O)n3C)n2Cc2ccc(F)cc2)CC1	2	0	-6	16	4	2	8	4	-5	-19	-6
CCOc1cccc(C(=O)Nc2ccc(NC(=O)c3ccccc3)c(C)c2)c1	-25	-2	-31	-15	1	-19	-13	-3	-39	10	-37
CN1CCN(C(=O)c2cc(Cl)ccc2NC(=O)c2ccc(Cl)cc2Cl)CC1	15	-4	1	6	15	6	14	6	3	-9	-22
Cc1ccc(C)c(-c2cc(C(=O)NNC(=S)NCC(C)C)c3ccccc3n2)c1	-10	-6	16	-1	13	14	-14	6	0	7	2
CN(C)CCN(Cc1cc2cc3c(cc2[nH]c1=O)OCO3)C(=S)NCc1ccco1	-4	6	12	-1	-4	-2	-9	4	-12	-7	-10
COCCNc1cnn(-c2ccccc2)c(=O)c1Cl	-16	4	-16	-8	-16	-25	-13	21	4	-4	-41
O=C(NCCCn1ccnc1)c1ccc(S(=O)(=O)N2CCOCC2)cc1	-7	4	-10	-2	-13	1	13	-25	-1	-17	13
CCCc1cc(N2CCCC(C(=O)Nc3ccc(OC)cc3OC)C2)n2ncnc2n1 (stereo unspecified)	2	1	8	18	10	-1	12	13	-7	-5	2
Cc1ccccc1C(=O)Nc1cc(C(F)(F)F)ccc1-n1cncn1	-12	2	1	15	20	2	13	5	-8	-6	-15

Other compounds:
molecule	CF NFkB block	KKLEB cytotox	Shn3 3UTR inh	LRH-1 inv ag	NR2F2 inh	TROY NFkB inh	SRC3 inh	LMP1 NFkB inh	TWEAK Fn14 block	TRAIL sens C8	NCOA1 inh
COc1ccc(/C=C/C(=O)OCC(=O)Nc2cc(C(N)=O)cc(C(N)=O)c2)cc1	3	-5	-2	3	14	-10	12	-18	3	0	0
CC(C)C(O)P(=O)(OCc1ccccc1)c1ccc(N(C)C)cc1 (stereo unspecified)	6	5	53	13	-2	-4	-9	1	6	4	-3
CCC(C)C(NC(=O)C1CCC(C)CC1)C(=O)NC(CCSC)C(=O)OC (stereo unspecified)	1	-6	13	2	7	7	16	0	-23	-5	5
COc1ccc(CNCc2cc(OC)ccc2OC)cc1	7	-12	20	18	-17	-5	-6	14	2	6	0
COc1ncnc2c1ncn2CCCN1CCN(Cc2cccc3ccccc23)CC1	-21	7	-15	-2	1	2	0	0	-19	2	2
COc1cc(C(C)=O)ccc1OCC(O)CN1CCN(c2cc(C)cc(C)c2)CC1 (stereo unspecified)	9	-9	18	-16	10	1	1	17	0	12	5

Nothing new here: 14 of the compounds above.
molecule	CF NFkB block	KKLEB cytotox	Shn3 3UTR inh	LRH-1 inv ag	NR2F2 inh	TROY NFkB inh	SRC3 inh	LMP1 NFkB inh	TWEAK Fn14 block	TRAIL sens C8	NCOA1 inh
COc1cccc(CNC(=O)C2CCCN(c3cnccn3)C2)c1 (stereo unspecified)	-9	3	11	-6	2	-6	14	5	-3	-18	13
Oc1ccc(Cl)cc1C1=NCCNC(C(F)(F)C(F)F)=C1	27	0	-1	-1	13	24	28	-1	6	-6	23
CN1CCN(c2nc3c(c(=O)n(C)c(=O)n3C)n2Cc2ccc(F)cc2)CC1	2	0	-6	16	4	2	8	4	-5	-19	-6
CCOc1cccc(C(=O)Nc2ccc(NC(=O)c3ccccc3)c(C)c2)c1	-25	-2	-31	-15	1	-19	-13	-3	-39	10	-37
CN1CCN(C(=O)c2cc(Cl)ccc2NC(=O)c2ccc(Cl)cc2Cl)CC1	15	-4	1	6	15	6	14	6	3	-9	-22
Cc1ccc(C)c(-c2cc(C(=O)NNC(=S)NCC(C)C)c3ccccc3n2)c1	-10	-6	16	-1	13	14	-14	6	0	7	2
CN(C)CCN(Cc1cc2cc3c(cc2[nH]c1=O)OCO3)C(=S)NCc1ccco1	-4	6	12	-1	-4	-2	-9	4	-12	-7	-10
COCCNc1cnn(-c2ccccc2)c(=O)c1Cl	-16	4	-16	-8	-16	-25	-13	21	4	-4	-41
O=C(NCCCn1ccnc1)c1ccc(S(=O)(=O)N2CCOCC2)cc1	-7	4	-10	-2	-13	1	13	-25	-1	-17	13
CCCc1cc(N2CCCC(C(=O)Nc3ccc(OC)cc3OC)C2)n2ncnc2n1 (stereo unspecified)	2	1	8	18	10	-1	12	13	-7	-5	2
Cc1ccccc1C(=O)Nc1cc(C(F)(F)F)ccc1-n1cncn1	-12	2	1	15	20	2	13	5	-8	-6	-15
COc1ccc(/C=C/C(=O)OCC(=O)Nc2cc(C(N)=O)cc(C(N)=O)c2)cc1	3	-5	-2	3	14	-10	12	-18	3	0	0
CC(C)C(O)P(=O)(OCc1ccccc1)c1ccc(N(C)C)cc1 (stereo unspecified)	6	5	53	13	-2	-4	-9	1	6	4	-3
CCC(C)C(NC(=O)C1CCC(C)CC1)C(=O)NC(CCSC)C(=O)OC (stereo unspecified)	1	-6	13	2	7	7	16	0	-23	-5	5

A portion of the library; count on the stated rates, not on these rows.
